Screening results as filed in PubChem BioAssay.
Artemis inh – Artemis endonuclease inhibitors, primary screen, biochemical, fluorescence intensity, FAM/BHQ-1 hairpin substrate. Protein artemis (Homo sapiens), Q96SD1. recombinant Artemis, quenched FAM hairpin cleavage fluorescence. inhibition, % at 10 µM. 30,000 tested, 0.78% active. AID 686954, 2013;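 active = at 10 µM dose, at least 30% inhibition, measured as corrected fluorescence normalized to stimulator and neutral control wells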
Target sequence (Q96SD1 whole entry, looked up): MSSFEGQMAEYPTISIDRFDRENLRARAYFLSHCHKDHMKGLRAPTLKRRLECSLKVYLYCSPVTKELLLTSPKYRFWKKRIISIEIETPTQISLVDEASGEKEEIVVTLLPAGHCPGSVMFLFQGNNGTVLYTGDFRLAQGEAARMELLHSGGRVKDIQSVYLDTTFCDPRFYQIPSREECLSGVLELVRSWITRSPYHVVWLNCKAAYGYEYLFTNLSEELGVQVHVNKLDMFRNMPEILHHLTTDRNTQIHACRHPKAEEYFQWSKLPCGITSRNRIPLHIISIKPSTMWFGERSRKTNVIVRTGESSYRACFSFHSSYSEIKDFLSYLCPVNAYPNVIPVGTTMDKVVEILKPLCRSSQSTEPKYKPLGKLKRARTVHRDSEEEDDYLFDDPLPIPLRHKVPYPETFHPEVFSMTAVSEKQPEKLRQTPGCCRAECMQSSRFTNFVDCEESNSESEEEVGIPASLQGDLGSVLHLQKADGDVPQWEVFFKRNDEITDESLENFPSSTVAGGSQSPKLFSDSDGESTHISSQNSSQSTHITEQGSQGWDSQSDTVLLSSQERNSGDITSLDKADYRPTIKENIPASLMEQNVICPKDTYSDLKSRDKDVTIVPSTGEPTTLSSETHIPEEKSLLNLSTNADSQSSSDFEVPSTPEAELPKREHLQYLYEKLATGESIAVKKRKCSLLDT
Active calls of the source: *. The list is partial; count on the stated rates, not on these rows.

entry	SMILES	Artemis inh
1	CCOC(=O)Cc1csc(NC(=O)CCCCCN2C(=O)c3cccc4cccc(c34)C2=O)n1	14.1
2	CCOC(=O)c1c(NC(C)=O)sc2c1CCCNC2=O	-3.5
3	CCN(CC)S(=O)(=O)c1cc(Br)c(C)cc1OC	-5.4
4	O=c1c2cc(-c3ccccc3)sc2ncn1/N=C/c1ccco1	5.2
5	CSc1nc(-c2ccco2)nn1C(=O)c1ccccc1	3.7
6	Cn1c(-c2ccc(Br)o2)nc2ccccc21	-11.4
7	CCSc1cc(N2CCCC2)nc(-c2ccccc2)n1	-6.0
8	CCNc1oc(-c2cccc3ccccc23)nc1C#N	-5.2
9	Cc1cc(C)n2cc(CSc3nnnn3C)nc2n1	0.6
10	Cc1ccccc1-n1c(SCC(N)=O)nc2sc(-c3ccccc3)cc2c1=O	7.6
11	CCOc1cc(/C=C2\CCC/C(=C\c3cc(Cl)c(O)c(OCC)c3)C2=O)cc(Cl)c1O	8.5
12	CNC(=O)c1cc2cc(OC)ccc2n1CCN(C)C	-10.3
13	CCCCC(=O)Nc1ccc(C(=O)OC2CCCCC2)cc1	0.0
14	COc1ccccc1NC(=O)COC(=O)c1ccc(S(=O)(=O)NCc2ccco2)cc1	6.5
15	CC1(C)CC(=O)C=C(NCCN2CCN(C(=O)Nc3ccc(Cl)c(Cl)c3)CC2)C1	1.2
16	C=CCOc1ccc(CNc2nccs2)cc1OC	-2.3
17	O=C(Nn1cnnc1)C(c1ccccc1)c1ccccc1	-2.5
18	Cc1ccc(-c2nc(Nc3ccccc3)n[nH]2)cc1	-9.0
19	COc1ccc(-n2c(-c3ccccc3)nc(=S)c3c2CCCC3)cc1	-4.6
20	CCOC(=O)Cc1nnc(NC(=O)CSc2nnc3c4ccccc4n(C(C)C)c3n2)s1	18.9
21	OCCn1nc2c3ccccc3nc-2n(-c2ccccc2)c1=S	-4.0
22	CSc1nnc(-c2ccc(Cl)cc2Cl)o1	-3.7
23	CCN1C(=O)NC(c2cc(Br)ccc2OC)C(C(=O)OC)=C1C (stereo unspecified)	-8.8
24	COc1ccc(CN(CC(=O)NCc2ccco2)C(=O)CCC(=O)Nc2ccccn2)cc1	1.4
25	CCCCCCCC(=O)NN1CCOCC1	-6.8
26	COc1ccc2c(CC#N)c[nH]c2c1	-2.5
27	COc1cc2c(cc1NC(=O)Nc1ccccc1)oc1ccccc12	-8.7
28	O=C(O)C1CCCCC1C(=O)Nc1ccc2c(c1)CCC2 (stereo unspecified)	3.9
29	O=C(O)CCOc1ccc2c(c1)OCCO2	-4.4
30	O=C(CSc1nnc(-c2cccnc2)o1)c1cc2ccccc2oc1=O	5.0
31	CC(C)(C)C(=O)/C=C(\N)c1ccncc1	-8.0
32	CNC(=O)Cn1c(=O)n(C)c2ccccc21	9.0
33	OCCN1CCN(CC(O)COc2ccc3ccccc3c2)CC1 (stereo unspecified)	16.8
34	COCCN1CN=C(Nc2nc3ccccc3o2)NC1	-3.8
35	Cc1ccc(CNC(=O)CN(Cc2ccccc2)S(C)(=O)=O)cc1	1.5
36	COc1ccc(OC)c(-n2nnnc2SCC(=O)Nc2cc(C)ccc2OC)c1	-6.3
37	Cc1ccc(/C=N/c2sc3c(c2C#N)CCCCC3)o1	-0.5
38	CCN(CC)CCN1C(=O)C2C3c4ccccc4C(c4ccccc43)C2C1=O (stereo unspecified)	0.7
39	Cc1cc(OCC(=O)N2CCCC2)cc(C)c1Cl	3.8
40	CC(C)c1nc(NCc2ccccc2)c(C#N)c2c1CCCC2	-5.3
41	CC(=O)NC(CCS(C)(=O)=O)C(=O)Nc1c(F)cccc1F (stereo unspecified)	-4.6
42	Cc1cc(C(=O)COC(=O)C2=NNC(=O)CC2)c(C)n1-c1ccc(OC(F)F)cc1	3.6
43	Cc1nn(Cc2ccc(Cl)cc2Cl)c(C)c1NC(=O)NC12CC3CC(CC(C3)C1)C2	8.5
44	COc1ccc(-c2noc(CCC(=O)Nc3cccnc3)n2)cc1OC	-3.7
45	COc1ccc(C(=O)Nn2c(C)ccc2C)cc1OC	2.9
46	COc1ccc2c(c1)CCCC21NC(=O)NC1=O (stereo unspecified)	-1.4
47	O=C1Nc2ccccc2C(O)(C(=O)NCc2ccco2)N1c1ccc(Cl)c(Cl)c1 (stereo unspecified)	3.4
48	CNC(=O)c1cc2cccc(OC)c2oc1=O	4.6
49	C=CCOC(=O)C1=C(C)NC(SCC(=O)OCC)=C(C#N)C1c1ccc(C)cc1 (stereo unspecified)	5.8
50	CCCc1nnc(NC(=O)CCC(=O)N2CCN(CCOc3ccc(C)cc3)CC2)s1	-9.3
51	CC(Sc1nc(NCc2ccccc2)nc(N2CCOCC2)n1)C(=O)Nc1ccccc1 (stereo unspecified)	-7.3
52	COc1ccc2cc3cc(C(=O)NCc4ccc5c(c4)OCO5)oc3nc2c1	23.1
53	N#CC1=C(N)Oc2n[nH]c(-c3ccc(F)cc3)c2C1c1ccncc1 (stereo unspecified)	0.7
54	CCOC(=O)CN1CC23C=CC(O2)C(C(=O)NCc2cccs2)C3C1=O (stereo unspecified)	3.1
55	CC1(C)CC(OC(=O)c2ccco2)CC(C)(C)N1O	5.7
56	CCn1c(=N)c(C(=O)NC)cc2c(=O)n3cccc(C)c3nc21	5.0
57	O=c1c([N+](=O)[O-])c(N2CCCCC2)c2ccccc2n1-c1ccccc1	-3.9
58	COc1ccc(C2CC(c3c(O)cc(C)oc3=O)=NCCS2)c(OC)c1 (stereo unspecified)	1.3
59	COc1ccc(-c2nn(-c3ccccc3)cc2CO)cc1	3.7
60	COc1ccc(/C(O)=C2\C(=O)C(=O)N(CCN(C)C)C2c2cc(OC)c(OC)c(OC)c2)c(C)c1 (stereo unspecified)	-2.1

Further results:
entry	SMILES	Artemis inh
61	Fc1cccc(-n2c(-c3ccco3)nc3nc4ccccc4nc32)c1	-4.2
62	COc1ccc(NC(=O)Cn2c(=O)sc3ccccc32)cc1	-2.8
63	CC(=O)c1c(C)n(C)c2ccc(O)cc12	-0.6
64	CC(=O)NC(CC(=O)Nc1cccc(S(=O)(=O)N2CCCCC2)c1)c1ccccc1 (stereo unspecified)	-5.3
65	Cn1c(N/N=C/c2cccs2)cc(=O)n(C)c1=O	-2.9
66	CCN1C(=O)C2C(C1=O)N1C(c3cccs3)C3C(=O)N(CC)C(=O)C3N1C2c1cccs1 (stereo unspecified)	-4.3
67	Cc1sc(-c2ccncc2)nc1OC(=O)c1ccccc1	-0.7
68	CCCn1c(O)c(CN2CCCC(C)C2)c(C)c(C#N)c1=O (stereo unspecified)	11.4
69	CCc1ccc2c(c1)C(C)=CC(C)(C)N2	1.1
70	O=C(CN(c1ccc(F)cc1)S(=O)(=O)c1ccc2c(c1)OCCO2)NCc1cccnc1	-4.0
71	CC(C)Sc1cc(N2CCCC2)nc(-c2ccc(F)cc2)n1	-2.7
72	COc1cc2c(cc1OC)CN(C(=O)c1cc3ccccc3oc1=O)CC2	3.3
73	COC(=O)c1sc(S(=O)(=O)N2CCCCC2C(=O)O)c(C(=O)OC)c1C (stereo unspecified)	0.7
74	COc1ccc(CNC(=O)C2CCN(S(=O)(=O)N3CCOCC3)CC2)cc1	-0.5
75	Cc1ccc(S(=O)(=O)N(CC(=O)N/N=C/c2cccc3c2OCCO3)c2ccccc2F)cc1	8.4
76	O=C(Nc1ccc(Br)cc1)C1CCC(=O)N1Cc1ccccc1Cl (stereo unspecified)	-8.7
77	CC(=O)Nc1ccc(N2C(=O)CC(N3CC(C)OC(C)C3)C2=O)cc1 (stereo unspecified)	17.7
78	COc1ccc(-c2nc(SC)n(C(=O)c3ccco3)n2)cc1	0.7
79	CCCCOc1ccc(CNC(=S)N/N=C/c2ccc(OC)c(OC)c2)cc1	2.6
80	CCCN(CCC)C(=O)CSc1nc2n[nH]c(C)c2c(=N)n1-c1ccc(OC)cc1	0.7
81	Cc1noc(C)c1COC(=O)c1ccc2c(c1)OCCO2	3.7
82	CCN(CC)CCNC(=O)c1ccccc1C(=O)c1ncc[nH]1	1.4
83	O=C(CCSc1nnc(-c2ccncc2)o1)Nc1ccccc1Cl	2.5
84	COc1ccc(/C(=N/O)C(C)(C)NO)cc1	-3.6

Quoted at random: six entries already listed, in no set order.
entry	SMILES	Artemis inh
78	COc1ccc(-c2nc(SC)n(C(=O)c3ccco3)n2)cc1	0.7
84	COc1ccc(/C(=N/O)C(C)(C)NO)cc1	-3.6
83	O=C(CCSc1nnc(-c2ccncc2)o1)Nc1ccccc1Cl	2.5
77	CC(=O)Nc1ccc(N2C(=O)CC(N3CC(C)OC(C)C3)C2=O)cc1 (stereo unspecified)	17.7
82	CCN(CC)CCNC(=O)c1ccccc1C(=O)c1ncc[nH]1	1.4
79	CCCCOc1ccc(CNC(=S)N/N=C/c2ccc(OC)c(OC)c2)cc1	2.6

Continued:
entry	SMILES	Artemis inh
85	COc1ccc2nc(NC(=O)c3cc(S(=O)(=O)N4CCOCC4)ccc3C)sc2c1	14.7
86	CCOC(=O)N1CCN(C(=O)CSCC(=O)N=c2sc3ccccc3n2C)CC1	-7.4
87	Cc1ccc(C)c2nc(N3CCCC3)c(C#N)cc12	11.3
88	CC1=CCP(=O)(c2ccccc2)C1 (stereo unspecified)	-6.4
89	O=C(CNC(=O)c1ccc(Cl)cc1Cl)NCC(=O)Nc1ccccc1N1CCOCC1	6.1
90	C=C(c1ccc(OCCO)cc1)c1ccc(OCCO)cc1	-3.3
91	Cc1ccc(/C(N)=N/OC(=O)Oc2ccccc2)cc1	-6.5
92	CCCCCCn1c(SCCCC)nc2c1c(=O)[nH]c(=O)n2C	1.6
93	O=C(COc1ccc(Cl)cc1)Nc1ccc(Cl)cn1	3.0
94	Cc1cc(C)c(NC(=O)c2ccc(CN3CCc4ccccc4C3)cc2)c(C)c1	2.6
95	CC(C)CNC(=O)c1ccccc1Oc1ccccc1	-4.0
96	COc1ccc(OC)c(S(=O)(=O)N(C)CC(=O)Nc2ccc3c(c2)OCO3)c1	-4.2
97	Cc1cccc(OCC(=O)NC(=S)Nc2ccc(S(=O)(=O)NC3CCCCC3)cc2)c1	14.1
98	CC1=C(C(=O)Nc2cccnc2)C(c2ccc3c(c2)OCO3)C2=C(CCCC2=O)N1 (stereo unspecified)	-7.4
99	O=C(NNC(=S)NC(=O)c1ccccc1[N+](=O)[O-])c1ccccc1	-3.1
100	COc1ccc(CCNC(=O)Cc2ccc(OCc3ccccc3)c(OC)c2[N+](=O)[O-])cc1OCc1ccccc1	12.0
101	CCC(C)NC(=O)CC(c1ccc(OC)cc1)n1cccc1 (stereo unspecified)	2.0
102	Cc1ccc(C(=O)Nc2onc(C)c2C#N)cc1	-0.2
103	CCOc1ccc(Cn2ccnc2CCl)cc1[N+](=O)[O-]	3.6
104	CC1CCC2(CC1)SCC(=O)N2c1ccccc1 (stereo unspecified)	1.3
105	COc1ccc(CCNC(=O)NC23CC4CC(CC(C4)C2)C3)cc1OC	-2.3
106	COC(=O)c1ccc(NC(=O)Nc2ccc(C)cc2)cc1	-4.6
107	O=C1NCCCc2nc(Oc3ccccc3)sc21	1.0
108	COC(=O)C(NC(C)=O)(Nc1nc2c(s1)CCCC2)C(F)(F)F (stereo unspecified)	-3.0

Individual results from the entries so far.
For Artemis inh, C=C(c1ccc(OCCO)cc1)c1ccc(OCCO)cc1 reads -3.3
For Artemis inh, COc1cc2c(cc1OC)CN(C(=O)c1cc3ccccc3oc1=O)CC2 reads 3.3

A section from further up:
entry	SMILES	Artemis inh
97	Cc1cccc(OCC(=O)NC(=S)Nc2ccc(S(=O)(=O)NC3CCCCC3)cc2)c1	14.1
98	CC1=C(C(=O)Nc2cccnc2)C(c2ccc3c(c2)OCO3)C2=C(CCCC2=O)N1 (stereo unspecified)	-7.4

(listing goes on)
entry	SMILES	Artemis inh
109	CC(=O)Nc1ccc(S(=O)(=O)Nc2cccc(N(C)S(C)(=O)=O)c2)cc1	5.0
110	N#Cc1nc(-c2ccco2)oc1N1CCC(C(N)=O)CC1	-1.8
111	CN(CC(=O)N1CC=C(c2ccccc2)CC1)S(=O)(=O)c1cnc[nH]1	1.2
112	COc1ccc(NS(=O)(=O)c2ccc(N)c(C(=O)O)c2)cc1	-1.3
113	COc1ccc(N2C(=O)[C@@H]3Cc4ccccc4CN3C2=O)cc1	-0.3
114	O=C(/C=C/c1ccc(Br)o1)OCc1ccccc1	-9.4
115	COc1ccc(-n2cnnc2SCC(=O)N2CCN(S(=O)(=O)c3ccccc3)CC2)cc1	-8.8
116	CCSc1nc(N)c(C#N)c(-c2ccco2)c1C#N	2.1
117	CCC(=O)N(Cc1ccc2c(c1)OCO2)Cc1cc2cc(OC)ccc2[nH]c1=O	7.8
118	O=C(c1ccc(S(=O)(=O)N2CCCCC2)cc1)N1CCN(Cc2ccc3c(c2)OCO3)CC1	-0.6
119	CC(C)N(C(=O)Cn1c(SCC(=O)NCc2ccc3c(c2)OCO3)nc2ccccc21)C(C)C	6.7
120	CCOC(=O)c1cnc2c(-c3ccc(Cl)cc3)c(C)nn2c1N	4.2
121	COC(=O)C(Nc1ccccc1Cl)(c1cc(C)c(O)c(C)c1)C(F)(F)F (stereo unspecified)	3.5
122	COCCN1Cc2cccc(C(=O)Nc3cc(OC)ccc3OC)c2C1=O	2.9
123	Cc1cc(C)c(S(=O)(=O)c2ccccc2)c(OC(=O)c2cc(F)c(F)cc2Cl)n1	-7.1
124	COc1ccc(S(=O)(=O)N[C@H](C(=O)N2CC[C@@]3(O)CCCC[C@H]3C2)c2ccccc2)cc1	-3.3
125	O=C1C(C=Nc2ccccc2)=C(O)c2ccccc21	3.9
126	Cc1ccccc1Cn1ccc(NC(=O)c2cc3nc(-c4ccco4)cc(C(F)(F)F)n3n2)n1	0.1
127	Cc1cc(C)c(S(=O)(=O)NCc2cn3c(C)csc3n2)cc1C	-2.3
128	COc1ccc(-c2noc(CCC(=O)NCc3cc(Br)ccc3OC)n2)cc1	-1.0
129	O=C(COC(=O)C1=COCCO1)Nc1cccc(Oc2ccccc2)c1	-2.1
130	COC(=O)C(Cc1c[nH]c2ccccc12)NC(=O)CNC(C)=O (stereo unspecified)	-3.5
